Tn7 DDE FP: disrupts Tn7 cyclic peptide binding to fibrin D-Dimer-E complex; P02675; inhibition, % at 8.3 µM; FP displacement of FITC-Tn7 peptide from fibrin DD(E); 0% = median of compound wells per plate; 0.13% of 370,000 active;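 active means inhibition above the mean of compounds falling within the control limits plus 3 SD of them, cut at about 14% in these data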;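 further: 0% = plate median of compound wells and 100% = 10 µM Aha-Tn7 peptide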
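Also added: labelled Tn7 tracer, 0.1 µM; Assay system: human fibrin DD(E) protein; Amount: 2 µM fibrin DD(E); Schedule: 10 min compound pre-incubation, 3 h probe incubation at room temperature; Repeats: one replicate per compound; Read-out basis: percent inhibition; Measured by: fluorescence polarization of the labelled Tn7 tracer.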
PLCg1 inh: PLC-gamma1 (human) inhibition, primary screen. purified PLC-gamma1, fluorogenic substrate, fluorescence. inhibition, % at 12.2 µM. 0.84% of 370,000 active. AID 720700; in the data active means inhibition above about 9.5%
ADAM10 inh: ADAM10 inhibition, QFRET primary screen | O14672 | recombinant ADAM10, EDANS/DABCYL FRET peptide cleavage, 3 h | inhibition, % at 7 µM | 0.62% of 370,000 active | AID 720582;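 active means inhibition above a per-campaign cutoff equal to the mean of compounds falling between control-based bounds plus 3 SD, cut at about 20% in these data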;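 further: 0% = DMSO wells while the 100% control is not disclosed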
ASAP1 GAP inh: ASAP1 ArfGAP inhibition | AID 624377 | Q9ULH1 | inhibition, % at 16.5 µM | 0.19% of 360,000 active | ASAP1-stimulated ARF1 GTP hydrolysis, GDP FP detection; in the data active means inhibition above about 25%;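 further: 0% = vehicle with enzyme and substrate and 100% = no enzyme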
SIAE inh: human SIAE inhibition, primary screen. 0.69% of 370,000 active. AID 1053197. Q9HAT2. SIAE FP-Rh probe binding, fluorescence polarization. inhibition, % at 9.66 µM;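 active means inhibition above a cutoff: mean of compounds within the control limits plus 3 SD of those, cut at about 17% in these data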;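 further: 0% = plate median of compound wells and 100% = probe without SIAE protein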
ADAM17 inh: inhibitors of human ADAM17 | recombinant ADAM17, EDANS/DABCYL FRET peptide cleavage | inhibition, % at 6.95 µM | 0.83% of 370,000 active;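 active means inhibition above the mean of compounds lying between control limits plus 3 SD, set per campaign, cut at about 8.5% in these data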;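 further: 0% = DMSO-only wells as the low control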
DDE Tn6 FP inh: disrupts Tn6 cyclic peptide binding to fibrin D-Dimer-E complex | AID 720509 | Fibrin DD(E) TRITC-Tn6 fluorescence polarization displacement | 0.21% of 370,000 active | inhibition, % at 8.3 µM;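 active means inhibition above a per-campaign cutoff: mean of compounds within control limits plus 3 SD, cut at about 15% in these data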;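 further: 0% = median of all compound wells on the plate and 100% = blocking peptide control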
PLCb3 inh: PLC-beta3 (human) inhibition, primary screen; 0.18% of 370,000 active; AID 720704; Q01970; inhibition, % at 12.2 µM; Purified PLC-beta3, fluorogenic substrate, fluorescence; in the data active means inhibition above about 11%;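 further: 0% = median of compound wells on plate and 100% = full blocker control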
Target sequence (Q01970 whole entry, looked up): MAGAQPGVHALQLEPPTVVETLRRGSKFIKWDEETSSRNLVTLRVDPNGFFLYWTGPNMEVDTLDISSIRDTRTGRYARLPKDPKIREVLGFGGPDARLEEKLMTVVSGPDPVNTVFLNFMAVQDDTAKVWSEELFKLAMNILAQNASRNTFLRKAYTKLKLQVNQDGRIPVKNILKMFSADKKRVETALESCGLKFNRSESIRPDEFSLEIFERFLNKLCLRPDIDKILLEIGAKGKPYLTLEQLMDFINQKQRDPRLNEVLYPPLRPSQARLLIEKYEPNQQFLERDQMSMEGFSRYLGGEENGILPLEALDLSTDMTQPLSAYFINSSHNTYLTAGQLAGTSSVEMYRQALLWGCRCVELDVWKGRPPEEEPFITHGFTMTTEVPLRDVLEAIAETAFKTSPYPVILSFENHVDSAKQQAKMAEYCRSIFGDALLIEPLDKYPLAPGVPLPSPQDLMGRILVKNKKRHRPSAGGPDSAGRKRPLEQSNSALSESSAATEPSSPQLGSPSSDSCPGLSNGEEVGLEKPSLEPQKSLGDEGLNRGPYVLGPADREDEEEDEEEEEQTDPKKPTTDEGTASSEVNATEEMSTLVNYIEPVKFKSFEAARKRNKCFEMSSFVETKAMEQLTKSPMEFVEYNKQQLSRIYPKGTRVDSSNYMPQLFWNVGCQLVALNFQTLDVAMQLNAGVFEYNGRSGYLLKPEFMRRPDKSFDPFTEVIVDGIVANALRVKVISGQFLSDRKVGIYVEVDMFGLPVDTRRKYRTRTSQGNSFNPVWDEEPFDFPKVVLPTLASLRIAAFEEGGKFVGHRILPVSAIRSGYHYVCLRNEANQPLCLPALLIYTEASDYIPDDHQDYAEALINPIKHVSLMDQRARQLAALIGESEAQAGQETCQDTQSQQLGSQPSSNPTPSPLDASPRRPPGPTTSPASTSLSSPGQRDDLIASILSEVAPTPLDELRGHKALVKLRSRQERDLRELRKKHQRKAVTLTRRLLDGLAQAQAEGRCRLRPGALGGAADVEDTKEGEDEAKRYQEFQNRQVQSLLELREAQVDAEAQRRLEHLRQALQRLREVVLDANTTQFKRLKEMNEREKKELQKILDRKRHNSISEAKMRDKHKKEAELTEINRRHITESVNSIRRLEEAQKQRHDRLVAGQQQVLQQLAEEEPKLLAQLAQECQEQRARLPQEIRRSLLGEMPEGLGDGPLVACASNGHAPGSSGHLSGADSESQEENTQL
ARFGAP1 inh: inhibitors of rat ARFGAP1 | 0.26% of 360,000 active | Arfgap1-stimulated ARF1 GTP hydrolysis, GDP FP detection | inhibition, % at 16.5 µM | AID 651572 | Q62848;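 active means inhibition above a per-plate limit, mean inhibition of low control wells plus 3 SD, cut at about 25% in these data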;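 further: 0% = DMSO wells with enzyme and 100% = wells lacking Arfgap1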
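System: truncated rat Arfgap1 GAP domain / Medium: HEPES-based buffer, pH 7.5 / Also added: N-terminally truncated human ARF1-GTP substrate / Incubation: enzyme reaction 120 min at 25 °C after 20 min preincubation / Measured by: FP of antibody-bound GDP Alexa 633 tracer, ex 620/em 688 nm / Replicates: singlicate, each compound tested once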
TDP2 inh: blocks human TDP2 phosphodiesterase activity; 0.34% of 370,000 active; inhibition, % at 12.8 µM; O95551; recombinant TDP2, T5PNP hydrolysis, p-nitrophenol absorbance 415 nm; AID 720702;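 active means inhibition above the mean of all tested compounds plus 3 SD, set per campaign, cut at about 25% in these data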;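 further: 0% = DMSO with enzyme and 100% = buffer with substrate but no TDP2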
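Test system: human TDP2 enzyme; Input: 120 nM TDP2 per well; Buffer or medium: Mg2+-containing Tris-HCl buffer, pH 7.5; Reagent: 5 mM T5PNP; Dosing: 12.8 µM single point, 1% DMSO; Incubation: reaction 2 h, 37 °C; Detection: p-Nitrophenol epi absorbance; Read-out: % inhibition relative to enzyme-containing and enzyme-free wells; Replicates: single well per compound.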
* marks the source's active call; other numbers are inactive results. Rows were taken by chance (roughly 3.6% active in at least one column).

SMILES	Tn7 DDE FP	PLCg1 inh	ADAM10 inh	ASAP1 GAP inh	SIAE inh	ADAM17 inh	DDE Tn6 FP inh	PLCb3 inh	ARFGAP1 inh	TDP2 inh
Cc1ccc2[nH]c(=O)c3cc(C(=O)NC(C)C)sc3c2c1	-1	-80	-418	-6	-6	-166	11	-117	-12	11
CN(C(=O)Cn1nc(C(=O)O)c2ccccc2c1=O)C1(C#N)CCCCC1	-2	2	-7	6	-1	0	2	2	-5	1
CC1CCCCC1NC(=O)Cn1nc(-c2ccccc2)ccc1=O (stereo not drawn)	1	2	-12	-2	1	-3	0	0	4	-1
COc1ccc(-n2nc(C(=O)NCC(=O)NCC3CCCO3)c3ccccc3c2=O)c(OC)c1 (stereo not drawn)	-3	0	-4	-10	-8	-4	-3	0	10	-3
CCOC(=O)C1(C)CCCN1C(=O)c1ccc(F)c(Cl)c1 (stereo not drawn)	0	1	-21	-3	-2	-5	-4	0	14	5
COc1ccc(/C=C/C(=O)NC(=S)Nc2ccc(S(N)(=O)=O)cc2)cc1	1	0	-3	15	-14	-5	10	-6	3	9
O=C(Nc1ccccc1)Nc1ccc(Br)cc1F	8	-2	4	7	0	-2	-1	-1	2	-3
CCCC1CCc2[nH]nc(C(=O)NN)c2C1 (stereo not drawn)	0	1	3	10	6	-1	0	0	-4	9
CN(Cc1ccccc1)C(=O)c1ccccc1C(=O)O	6	1	3	8	3	-1	6	2	-7	9
CC1CCN(CCCCOc2ccccc2-c2ccccc2)CC1	0	2	1	-6	2	2	2	4	2	-7
O=C(CN1C(=O)NC2(CCCc3ccccc32)C1=O)Nc1cccc(S(=O)(=O)N2CCCCC2)c1 (stereo not drawn)	0	-5	13	-7	-7	3	-3	1	-4	5
CCOc1cccc2cc(C(=O)NC(C)c3ccccc3)c(=N)oc12 (stereo not drawn)	-1	-6	-14	2	5	-4	-1	-11	2	4
O=C(Nc1ccnn1C1CCN(C2CCCCC2)CC1)c1ccccc1	-5	1	-1	5	-2	0	-6	-6	-4	-7
CCc1ccc(/C=c2\s/c(=C\C(=O)C(C)(C)C)[nH]c2=O)cc1	0	-15	33*	-6	-32	17*	-6	-11	3	-26
Cc1onc(-c2ccccc2Cl)c1C(=O)NCc1cccs1	3	1	6	-12	2	0	2	2	8	4
O=C(CNc1cc(S(=O)(=O)N2CCOCC2)ccc1N1CCCC1)NCc1ccco1	-4	-4	3	4	-3	2	-11	-3	-2	-12
Cc1ccn2c(=O)c(NC(=O)c3cccs3)c(C)nc2c1	-2	-3	-9	10	2	-1	4	-1	-3	-2
CCN(C(=O)COC(=O)CN(C)S(=O)(=O)c1ccc(NC(C)=O)cc1)C1CCS(=O)(=O)C1 (stereo not drawn)	-5	-1	-7	-10	6	-3	0	-3	15	8
CN(C)C(=O)c1ccc(NC(=O)COc2cccc(Oc3ccccc3)c2)cc1	-3	-2	-17	10	-4	-1	2	-13	4	-4
CCN1C(=O)[C@H]2[C@@H](c3ccc(C(F)(F)F)cc3)N[C@]3(CCCN(Cc4ccc(OC)cc4)C3=O)[C@H]2C1=O	3	4	-1	-3	4	-1	4	2	-3	7
CC(=O)[C@@]1(O)CC[C@H]2[C@@H]3C[C@H](C)C4=CC(=O)C=C[C@]4(C)[C@@]3(F)[C@@H](O)C[C@@]21C	-2	0	3	-10	-9	-4	-1	-2	6	-13
CC(C)Sc1nc(O)c(Cc2ccccc2)c(=O)[nH]1	1	0	5	6	2	-2	4	0	-7	12
CC1CCCCC1NC(=O)CSc1nnc(C(F)(F)F)n1C (stereo not drawn)	3	0	-4	-7	7	-1	10	1	8	-4
CC(C)C(=O)Nc1cccc(S(=O)(=O)NC2=NCCC2)c1	10	2	-15	3	1	-4	8	-3	9	10
COc1ccc(CCN2C(=O)CC(N3CCOCC3)C2=O)cc1OC (stereo not drawn)	-6	-1	-20	0	2	-9	-6	-2	-13	2

In the list so far, these contain a thiophene ring, fused or not.
SMILES	Tn7 DDE FP	PLCg1 inh	ADAM10 inh	ASAP1 GAP inh	SIAE inh	ADAM17 inh	DDE Tn6 FP inh	PLCb3 inh	ARFGAP1 inh	TDP2 inh
Cc1ccc2[nH]c(=O)c3cc(C(=O)NC(C)C)sc3c2c1	-1	-80	-418	-6	-6	-166	11	-117	-12	11
Cc1onc(-c2ccccc2Cl)c1C(=O)NCc1cccs1	3	1	6	-12	2	0	2	2	8	4
Cc1ccn2c(=O)c(NC(=O)c3cccs3)c(C)nc2c1	-2	-3	-9	10	2	-1	4	-1	-3	-2

(listing goes on)
SMILES	Tn7 DDE FP	PLCg1 inh	ADAM10 inh	ASAP1 GAP inh	SIAE inh	ADAM17 inh	DDE Tn6 FP inh	PLCb3 inh	ARFGAP1 inh	TDP2 inh
CCOc1ncccc1C(=O)N(C)CC1COc2ccccc2O1 (stereo not drawn)	4	1	-3	-12	4	-4	9	2	-3	2
Cc1ccccc1C(=O)NN1CCOCC1	1	1	-6	-2	-2	-5	-1	0	1	6
Cc1cc([N+](=O)[O-])nn1CC(=O)Nc1nccs1	0	4	0	-3	14	0	2	0	-4	7
CCN(CC1CCCO1)C(=O)c1cc(COc2ccc(OC)cc2Cl)on1 (stereo not drawn)	-2	1	-4	-4	3	-3	-2	-8	5	0
CCCCSc1nc(C)cc(C)c1S(=O)(=O)c1ccccc1C	-10	8	9	0	-2	4	3	5	7	-15
O=C(CN1C(=O)C2C3CCC(C3)C2C1=O)OCC(=O)c1ccccc1 (stereo not drawn)	-4	-1	2	-1	0	-2	-3	-2	0	3
COc1ccc(N2CCN(C(=O)CCc3ccc(S(=O)(=O)NC(C)C)cc3)CC2)cc1	3	2	2	-10	11	-2	0	0	-14	-6
COc1ccccc1N1CCN(CC(O)COCc2cccs2)CC1 (stereo not drawn)	-6	0	-3	5	-6	-1	-6	2	-2	4
O=C(Nc1nc2ccccc2[nH]1)C1CCN(S(=O)(=O)c2cccs2)CC1	6	3	-4	-8	-2	-3	-3	1	12	0
COc1ccc2sc(N(CCCN(C)C)C(=O)c3ccc(S(=O)(=O)N(C)Cc4ccccc4)cc3)nc2c1	6	0	1	10	7	-4	2	-9	13	-2
COc1ccc(N2CCN(Cc3nc(N)nc(N4CCCc5ccccc54)n3)CC2)cc1	-3	-1	-12	5	0	-2	7	-4	8	4
CCC(Sc1nnc(C)c(=O)[nH]1)C(=O)Nc1cccc2ccccc12 (stereo not drawn)	-2	-40	-89	8	5	-28	10	-66	6	10
Cc1nn(-c2ccccc2)c(N2CCCC2)c1/C=N/n1cnc2scc(-c3ccccc3)c2c1=O	2	2	0	6	3	-3	-9	6	-3	-4
CCCCn1c(N)c(N(CCC(C)C)C(=O)C2CCCN(C(=O)c3ccc(Cl)cc3)C2)c(=O)[nH]c1=O (stereo not drawn)	-5	-4	-16	3	-5	-11	4	-3	6	-11
COCCNc1nc(-c2ccccc2F)c2sc(-c3ccccc3)cc2n1	1	-44	-119	7	-16	-32	-8	-60	5	-3
Fc1ccccc1CN1CCCCCCC1	3	0	3	-8	1	-3	-6	5	16	3
CSc1nc(C(C)C)ccc1CNC(=O)CC(C)c1ccccc1 (stereo not drawn)	7	-2	12	0	-5	-4	-13	-4	3	-3
CN(C(=O)CSc1nc2ccc(Br)cc2c(=O)n1Cc1ccco1)C1CCS(=O)(=O)C1 (stereo not drawn)	-4	1	6	8	2	-2	-7	-5	1	10
COCC1CCCCN1C(=O)c1cc(COc2ccc(C)c(C)c2)on1 (stereo not drawn)	-2	-3	2	6	-1	-4	-3	0	10	3
CC(=O)c1ccc(NC(=O)c2cc(-c3cccs3)on2)cc1	-2	4	-3	9	6	-1	2	3	7	-11
CCc1ccc(OCC(=O)O/N=C(\N)c2cccnc2)cc1	3	1	1	-6	-3	-2	-2	-6	5	0
COc1ccc(C2=NN(C(=O)CSc3nnnn3C)C(c3ccco3)C2)cc1 (stereo not drawn)	-3	9	-9	8	2	-9	-1	-12	-6	-4
Cc1ccccc1S(=O)(=O)N1[C@@H](c2ccccc2)C(C(=O)O)=CC[C@H]1c1ccc(Cl)cc1	-5	-5	-3	-1	-1	-2	-3	-3	-19	3
CCC(=O)N1CCc2cc(S(=O)(=O)NC(C(=O)NCc3ccc(F)cc3)C(C)C)ccc21 (stereo not drawn)	3	-1	-6	2	-1	-4	1	1	3	6
COc1ccc(NC(=O)c2ccc(S(=O)(=O)N3CC(C)CC(C)C3)cc2)cc1S(N)(=O)=O (stereo not drawn)	-4	0	-208	9	-11	-20	-4	-5	9	0

Limited to ARFGAP1 inh and ADAM17 inh (2 entries from above):
structure | ARFGAP1 inh | ADAM17 inh
CCC(Sc1nnc(C)c(=O)[nH]1)C(=O)Nc1cccc2ccccc12 (stereo not drawn) | 6 | -28
Cc1nn(-c2ccccc2)c(N2CCCC2)c1/C=N/n1cnc2scc(-c3ccccc3)c2c1=O | -3 | -3

Going on with the list:
SMILES	Tn7 DDE FP	PLCg1 inh	ADAM10 inh	ASAP1 GAP inh	SIAE inh	ADAM17 inh	DDE Tn6 FP inh	PLCb3 inh	ARFGAP1 inh	TDP2 inh
N#C/C(=C/c1ccccc1[N+](=O)[O-])c1nnc2n1CCCCC2	7	1	-2	-5	-7	3	12	1	8	5
COc1cccc(NC(=O)NC2CCCc3ccccc32)c1 (stereo not drawn)	7	0	4	-8	-9	3	6	0	-9	0
COc1ccc(CCN2CC(C(=O)NCCN3CCCC3=O)CCC2=O)cc1 (stereo not drawn)	-5	-3	-6	0	1	1	3	-8	-7	7
Cc1nc(-c2ccc(NC(=O)/C=C\C(=O)O)cc2)cs1	-11	-1	-7	-9	6	-3	3	-4	10	4
COc1ccccc1-n1c(SCC(=O)O)nc2c(sc(=S)n2-c2ccc(C)c(C)c2)c1=O	1	3	9	1	-8	3	3	0	0	12
COc1ccccc1Cc1c(-c2cccc(Br)c2)nc2ccc(C)cn12	-3	-13	-45	2	7	-2	-6	-22	0	0
C=CCN(C(=O)CNC(=O)c1cccs1)C(C(=O)NC(C)(C)C)c1ccccc1 (stereo not drawn)	1	0	9	-5	0	-1	3	6	1	-5
CC(=O)N1CCCc2cc(S(=O)(=O)N3CCCC(C(=O)Nc4cc(C)ccc4C)C3)ccc21 (stereo not drawn)	1	1	3	-14	1	0	-2	-2	-2	21
COc1ccc(NC(=O)CCC(=O)OCc2ccc(Br)cc2)cc1	0	-1	-2	-6	5	-2	3	-3	2	7
COCC1CCN(Cc2cn[nH]c2-c2cc(OC)c(OC)c(OC)c2)CC1	-2	-2	-11	7	1	-1	-5	2	3	5
Cc1oc(=O)c(NC(=O)c2cccc(Cl)c2)cc1C(=O)c1ccccc1	0	-3	-11	-19	-5	-2	-4	-3	-2	7
